Screening data deposited in PubChem BioAssay by National Center for Advancing Translational Sciences (NCATS).
BAZ2B block: blocks human BAZ2B; Q9UIF8; AlphaScreen BAZ2B-H3K14Ac peptide displacement; Potency, µM (series often up to 114 µM), for inactives: at the top dose activity change, negative = inhibition, usual class: inhibitors; 360,000 tested, 4.4% active; also: potency is read from the fitted curve at half-maximal effect; % is scaled to controls: 0 for no effect and ±100 for the full control effect; nearly all actives have a fitted effect of over 60% in size
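AlphaScreen luminescence quantifies BAZ2B engagement of H3K14Ac peptide; the protein and biotinylated peptide are both at 50 nM final, buffer PBS pH 7.4 with 0.01% Tween-20, all steps at room temperature.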
GLS inhibitor: inhibitors of human glutaminase (GLS); O94925; GLS enzymatic activity, qHTS titration; Potency, µM (series often up to 45.5 µM), for the others: at the highest dose activity change, negative = inhibition, usual class: inhibitors; 410,000 tested, 0.21% active; also: potency is read from the fitted curve at half-maximal effect; % is scaled to controls: 0 for no effect and ±100 for the full control effect
Target sequence (O94925 whole entry, looked up): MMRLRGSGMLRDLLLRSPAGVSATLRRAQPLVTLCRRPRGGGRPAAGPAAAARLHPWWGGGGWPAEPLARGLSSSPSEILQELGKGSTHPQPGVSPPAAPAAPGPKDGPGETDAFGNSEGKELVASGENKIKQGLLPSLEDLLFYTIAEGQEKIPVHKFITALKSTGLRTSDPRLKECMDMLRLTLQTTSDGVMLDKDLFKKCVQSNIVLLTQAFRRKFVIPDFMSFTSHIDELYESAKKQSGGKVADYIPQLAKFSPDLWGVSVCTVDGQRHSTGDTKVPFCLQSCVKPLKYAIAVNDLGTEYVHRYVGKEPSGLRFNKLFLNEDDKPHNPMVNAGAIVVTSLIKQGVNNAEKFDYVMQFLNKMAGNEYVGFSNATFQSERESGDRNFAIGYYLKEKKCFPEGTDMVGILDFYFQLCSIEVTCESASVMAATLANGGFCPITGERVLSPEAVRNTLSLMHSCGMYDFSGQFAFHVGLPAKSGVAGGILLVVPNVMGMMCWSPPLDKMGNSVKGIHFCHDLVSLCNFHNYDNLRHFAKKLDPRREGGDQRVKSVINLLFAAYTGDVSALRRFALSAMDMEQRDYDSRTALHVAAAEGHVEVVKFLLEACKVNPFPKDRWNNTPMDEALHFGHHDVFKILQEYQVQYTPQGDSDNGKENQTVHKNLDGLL
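hKGA in 45 mM KH2PO4 pH 8.2, 0.02% Tween-20 with pin-transferred compounds; 1 mM L-glutamine (stock) plus glutamate oxidase/HRP/Amplex Red coupling added. Fluorescence read initially and after 30 min at RT.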
G9a inh: inhibitors of human histone lysine methyltransferase G9a; Potency, µM (titrated, usually from 102 µM), for inactives: top-dose activity, negative = inhibition, usual class: inhibitors; Q96KQ7; G9a H3K9 monomethylation, AlphaScreen, 2 h; 350,000 tested, 8.8% active; AID 504332; also: potency is read from the fitted curve at half-maximal effect; % is scaled to controls: 0 for no effect and ±100 for the full control effect; nearly all actives have a fitted effect of over 75% in size
Target sequence (Q96KQ7 913-1193 limits assumed): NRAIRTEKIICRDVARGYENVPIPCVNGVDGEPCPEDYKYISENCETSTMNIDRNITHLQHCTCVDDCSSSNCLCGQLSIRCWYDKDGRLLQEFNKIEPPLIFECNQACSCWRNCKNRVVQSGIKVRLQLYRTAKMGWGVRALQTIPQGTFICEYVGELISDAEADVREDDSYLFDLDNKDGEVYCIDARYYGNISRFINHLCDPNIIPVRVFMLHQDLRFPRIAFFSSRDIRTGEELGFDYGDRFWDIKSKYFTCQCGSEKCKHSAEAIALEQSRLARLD
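Chemiluminescent proximity detection of H3K9 monomethylation, read after 10 min bead incubation in the dark. Reaction: 20 nM G9a, 500 nM biotin-H3K9 peptide, 20 uM SAM cofactor, 2 h, room temperature, following 15 min enzyme-compound preincubation.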
HP1b chromo inh: blocks HP1-beta chromodomain binding to methylated histone tails; P83916; AlphaScreen HP1-beta / biotin-H3K9me3 peptide binding; Potency, µM (titrated, usually from 114 µM), for the others: at the highest dose activity change, negative = inhibition, hits mostly inhibitors; 390,000 tested, 0.56% active; AID 540317; also: potency is read from the fitted curve at half-maximal effect; nearly all actives have a fitted effect of over 70% in size; inactives centre near 23
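AlphaScreen: HP1-beta (50 nM) preformed 30 min with biotin-H3(1-18)K9me3 peptide (50 nM) in PBS pH 7.4, 0.01% Tween-20. Compound added for 30 min at RT, then streptavidin donor/nickel chelate acceptor beads (10 ug/mL) for 30 min.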
PI4K2A block: blocks human PI4K2A kinase activity; purified PI4K2A, ADP-Glo luminescence, 1 h; hits give low values; 420,000 tested, 0.13% active; Q9BTU6; activity change, negative = inhibition, % at 76.9 µM; in the data active = activity change below about -50%; inconclusive = mostly about -30% to -49%;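 also: -100% = wells without enzyme as full effect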
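In this quantitative HTS, ADP production by PI4K2A was quantified luminescently after 1 h at ambient temperature; 100 microM adenosine served as plate-quality control.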
ERG Ets-DNA blk: inhibitors of human ERG Ets domain-DNA interaction; P11308; fluorescence polarization, His-ERG Ets domain / labelled DNA; Potency, µM (top dose mostly 76.9 µM), inactives show top-dose FP activity, negative = inhibition, most hits filed as inhibitors; 370,000 tested, 0.028% active; active = well fitted inhibition curve with a large enough effect in the polarisation, with a control signal flat; inconclusive = small, poorly fitted or top-dose-only effect, or effect the other way, or a change in a side signal; inactive = no such curve, though single readings can be large or run the other way; the % refers to the polarisation;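 also: polarization taken with two DNA probes labelled with fluorescein and Texas red; potency is read from the fitted curve at half-maximal effect; % of control where 0% means no effect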
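His-tagged ERG Ets domain (1 uM in the protein solution; 300mM KCl, 50mM Tris-HCl, 1mM EDTA, 1mM DTT, pH 7.5) received compound, then a probe mix of 5 nM fluorescein-DNA and 100nM Texas-615-DNA. Fluorescence polarization was read for both dyes.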
RGS4 inhibitor: blocks human RGS4-accelerated GTP hydrolysis; Potency, µM (titrated, usually from 114 µM), inactives show top-dose activity change, negative = inhibition, actives largely listed as inhibitors; Transcreener GDP fluorescence polarization, RGS4-accelerated GTP hydrolysis; AID 504845; P49798; 390,000 tested, 0.039% active; also: potency is read from the fitted curve at half-maximal effect; % is scaled to controls: 0 for no effect and ±100 for the full control effect; nearly all actives have a fitted effect of over 75% in size; some results filed as inactive show a strong effect at the top dose
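MLSMR compounds (23 nl, pin-transferred) preincubated 10 min at room temperature with a 500nM (2x) first reagent, then RGS4 at 900nM (2x) plus Transcreener GDP mix added; fluorescence polarization (620/688 nm) read before and after 90 min at 30 °C.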
JMJD2A Tudor: inhibitors of human JMJD2A Tudor domain; O75164; AlphaScreen JMJD2A-Tudor / H3K4me3 peptide binding; Potency, µM (series often up to 114 µM), for inactives: at the top dose activity change, negative = inhibition, hits mostly inhibitors; 390,000 tested, 4.4% active; AID 504339; also: potency is read from the fitted curve at half-maximal effect; % is scaled to controls: 0 for no effect and ±100 for the full control effect; nearly all actives have a fitted effect of over 50% in size
ALOX12 inh: blocks human arachidonate 12S-lipoxygenase | purified 12hLO, xylenol orange hydroperoxide absorbance | 580,000 tested, 1.1% active | AID 1671190 | Potency, µM (titrated, usually from 108 µM), for inactives: at the highest dose activity change, negative = inhibition, actives largely listed as inhibitors; also: potency is read from the fitted curve at half-maximal effect; % is scaled to controls: 0 for no effect and ±100 for the full control effect
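Purified human 12hLO (150 nM final) in 25 mM Hepes, 0.01% Triton X-100, pH 7.0 was preincubated 15 min at room temperature with compound. Then 40 uM arachidonic acid was added, 30 min. Hydroperoxide was read by Fe-XO absorbance ratio 573/405 nm.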
* = called active by the depositor; u = inconclusive; x = not tested or not shown; & = joins results of further samples; [ ] = dose if it differs, or a comment. Unless noted, calls follow the shape of the dose curve; as a rule, active = well fitted curve in the direction sought with a large enough effect; inconclusive = small, poorly fitted or top-dose-only effect, or another doubt; inactive = no such curve, though single readings can be large; an effect the other way counts as inactive or inconclusive. The list is partial. The share of hits here may be higher or lower than overall.

nr	Molecule	BAZ2B block	GLS inhibitor	G9a inh	HP1b chromo inh	PI4K2A block
1	O=C(NCCc1ccccc1)C(=O)Nc1ccc2c(c1)OCCO2	-11%	4%	-4%[59 µM]	25%	0
2	Nc1nnc(SCC(=O)OCC(=O)Nc2ccc(Br)cc2F)s1	-7%	2%	-5%	17%	-4
3	C=CCOn1c(=O)c(-c2ccc(OC)cc2)[n+]([O-])c2ccccc21	-26%	0%	-36%[59 µM]	51%[activator]	-2
4	O=C(NCCNC(=O)c1cc(Cl)ccc1Cl)c1cnccn1	-12%	0%	20%	29%	-3
5	NNC(=O)c1cc(C2CC2)nc2ccc(Br)cc12	0%	2%	6%	18%	0
6	COc1ccc(CCCc2nnc(SCC(=O)Nc3cc(C)ccc3C)o2)cc1	0%&3%	0%&-1%	-9%[59 µM]	20%&34%	4&0
7	Cc1cc(C)c(S(=O)(=O)Nc2ccc3c4c(cccc24)CC3)c(C)c1	-31%	7%	5%[0.0925 µM]	-6%	5
8	Fc1cccc(CCN2CCNC[C@@H]2Cc2ccccc2)c1	x	u	x	14%	-3

nr	ERG Ets-DNA blk	RGS4 inhibitor	JMJD2A Tudor	ALOX12 inh
1	-5%	15%	-14%	2%
2	-2%	25%	-9%	-5%
3	0%	-15%	-3%	u
4	-4%	29%	2%	-12%
5	3%	-34%	-14%	0%
6	0%	-17%&-8%	-4%&15%	-8%&-17%&18%
7	20%	-42%	-20%	0%
8	-15%	-4%	56µM*	6%

nr	Molecule	BAZ2B block	GLS inhibitor	G9a inh	HP1b chromo inh	PI4K2A block
9	Cc1ccc(C(=O)NCCCn2ccnc2)o1	2%	3%	14%[59 µM]	20%	1
10	CCOc1cccc(-c2c(C(=O)N/N=C/c3cccnc3)nnn2-c2nonc2N)c1	-2%	26%	x	52%[activator]	1
11	CNC(=O)NC(=O)CSc1nc2ccccc2n1CCOC	8%	9%	15%[59 µM]	14%	2
12	C/C(=C\c1ccccc1)C(=O)Nc1cc(C)on1	3%	15%	0%	34%	0
13	COc1cc(C)c(S(=O)(=O)Nc2ccc(CC(=O)O)cc2)cc1C	6%	1%	-4%[59 µM]	14%	-6
14	Cc1ccc(N2C(=O)c3ccccc3C2=O)nc1	-5%	-1%	13%	48%[activator]	5
15	Cc1ccc(-n2nc(C)c3c(C)cc(=O)n(CC(=O)Nc4ccc(Br)cc4F)c32)cc1	0%	4%	10%[59 µM]	25%	-15
16	N#CC(=C=[N-])c1nc2ccccc2nc1-[n+]1cccc(NC(=O)c2ccccc2)c1	-2%&-16%	-8%	-4%	26%	3

nr	ERG Ets-DNA blk	RGS4 inhibitor	JMJD2A Tudor	ALOX12 inh
9	-5%	21%	-21%	17%
10	1%	-2%[11.4 µM]	-12%	-8%
11	-2%	13%	-1%	10%
12	2%	6%	5%	-15%
13	6%	-5%	-33%	0%
14	15%	-2%	-10%	-19%
15	9%	-17%	0%	-11%
16	11%	6%	-12%	-25%

nr	Molecule	BAZ2B block	GLS inhibitor	G9a inh	HP1b chromo inh	PI4K2A block
17	Cn1cccc1C(=O)OCC(=O)NC(=O)NC1CCCCC1	-29%	-3%	-18%	36%	-7
18	CC1CCCC(NC(=O)CCNC(=O)c2ccccc2Cl)C1C (stereo unspecified)	8%	-3%	u	37%	0
19	CCN(Cc1ccccc1)C(=O)COC(=O)CNC(=O)c1ccc(C)s1	-1%	-3%	-3%	35%	-1
20	COc1ccc(Cn2nnc3c(=O)[nH]c(C4CCN(C(=O)c5ccc(C)cc5)CC4)nc32)cc1OC	-3%	9%	12%[59 µM]	15%	-3
21	COc1ccc(Br)cc1CNC(=O)CN1C(=O)c2cccnc2Oc2ccc(C)cc21	-3%	-31%	8%[59 µM]	24%	-3
22	Cc1noc(C)c1COC(=O)c1ccc2c(c1)S(=O)(=O)c1ccccc1C2=O	u	-17%	32µM*	-7%	1
23	CC1CCCN(c2ccc(C(=O)NCc3cccs3)cn2)C1 (stereo unspecified)	2%	-5%	u	25%	0
24	CC(NC(=O)c1ccc(OC2CCN(S(=O)(=O)N(C)C)CC2)cc1)C1CC1 (stereo unspecified)	-16%	-9%	6%	48%[activator]	6

nr	ERG Ets-DNA blk	RGS4 inhibitor	JMJD2A Tudor	ALOX12 inh
17	-11%	-14%	-26%	u
18	-4%	16%	-3%	-15%
19	u	5%	-6%	16%
20	-1%	-5%	-15%	-25%
21	9%	-44%	u	u
22	6%	-18%	-29%	-3%
23	x	-6%	-22%	-15%
24	0%	-12%	6%[57.1 µM]	0%

Some of the entries so far, bar-delimited:
# | SMILES | BAZ2B block | GLS inhibitor | G9a inh | HP1b chromo inh | PI4K2A block | ERG Ets-DNA blk | RGS4 inhibitor | JMJD2A Tudor | ALOX12 inh
15 | Cc1ccc(-n2nc(C)c3c(C)cc(=O)n(CC(=O)Nc4ccc(Br)cc4F)c32)cc1 | 0% | 4% | 10%[59 µM] | 25% | -15 | 9% | -17% | 0% | -11%
16 | N#CC(=C=[N-])c1nc2ccccc2nc1-[n+]1cccc(NC(=O)c2ccccc2)c1 | -2%&-16% | -8% | -4% | 26% | 3 | 11% | 6% | -12% | -25%
17 | Cn1cccc1C(=O)OCC(=O)NC(=O)NC1CCCCC1 | -29% | -3% | -18% | 36% | -7 | -11% | -14% | -26% | u
18 | CC1CCCC(NC(=O)CCNC(=O)c2ccccc2Cl)C1C (stereo unspecified) | 8% | -3% | u | 37% | 0 | -4% | 16% | -3% | -15%
19 | CCN(Cc1ccccc1)C(=O)COC(=O)CNC(=O)c1ccc(C)s1 | -1% | -3% | -3% | 35% | -1 | u | 5% | -6% | 16%
20 | COc1ccc(Cn2nnc3c(=O)[nH]c(C4CCN(C(=O)c5ccc(C)cc5)CC4)nc32)cc1OC | -3% | 9% | 12%[59 µM] | 15% | -3 | -1% | -5% | -15% | -25%
21 | COc1ccc(Br)cc1CNC(=O)CN1C(=O)c2cccnc2Oc2ccc(C)cc21 | -3% | -31% | 8%[59 µM] | 24% | -3 | 9% | -44% | u | u
22 | Cc1noc(C)c1COC(=O)c1ccc2c(c1)S(=O)(=O)c1ccccc1C2=O | u | -17% | 32µM* | -7% | 1 | 6% | -18% | -29% | -3%
23 | CC1CCCN(c2ccc(C(=O)NCc3cccs3)cn2)C1 (stereo unspecified) | 2% | -5% | u | 25% | 0 | x | -6% | -22% | -15%

Continuation:
nr	Molecule	BAZ2B block	GLS inhibitor	G9a inh	HP1b chromo inh	PI4K2A block
25	COc1cccc(/C=C/C(=O)OCC(=O)NCCCc2ccccc2)c1OC	x	6%	x	19%	-4
26	COc1ccc(C(=O)C2CCN(C(=S)NCC3CCCO3)CC2)cc1 (stereo unspecified)	-24%	-2%	7%[59 µM]	24%	1
27	CC1CCCCN1CCn1cnc2c([nH]c3ccccc32)c1=O (stereo unspecified)	5%	7%	-9%	19%	-1
28	Cc1ccc(N2CC(C(=O)Nc3ccc(N(C)C)cc3)CC2=O)cc1C (stereo unspecified)	u	x	-30%[12.7 µM]	-6%	8
29	COC(=O)CCCCCNC(=S)Nc1ccc2[nH]c(=O)[nH]c2c1	-4%	59%[activator]	11%[12.7 µM]	43%[activator]	6
30	Cc1ccc(C)c(CN2C(=O)CSc3ccc(C(=O)NCCN4CCOCC4)cc32)c1	-7%	-2%	-26%	11%	6
31	Cc1c(C)n(C)c2ccc(C(=O)NCCCN3CCCCC3)cc12	-27%[57.1 µM]	10%&12%	u	-3%&5%	1&-5
32	COc1ccc(C(=O)Cn2nnc(-c3ccc(N4CCOCC4)cc3)n2)cc1OC	-2%	-12%	3%[59 µM]	7%	-5

nr	ERG Ets-DNA blk	RGS4 inhibitor	JMJD2A Tudor	ALOX12 inh
25	14%	-1%	-15%	-1%
26	-10%	8%	-19%	-5%
27	8%	14%	-7%	14%[57.4 µM]
28	8%	-24%	56µM*	-24%
29	-18%	-4%	-6%	u
30	-3%	1%	10%	1%
31	16%&11%	-3%&-12%	u	-5%&0%
32	3%	4%	u	-17%

nr	Molecule	BAZ2B block	GLS inhibitor	G9a inh	HP1b chromo inh	PI4K2A block
33	COc1ccc2c(c1)cc1c(=O)n(CC(=O)NCCCc3ccccc3)nc(C)n12	6%	4%	-6%[59 µM]	30%	-1
34	O=C(NNC(=O)c1ccncc1)Nc1cccc([N+](=O)[O-])c1	-35%	21%	x	39%[activator]	3
35	Cc1nn(Cc2ccc([N+](=O)[O-])cc2)c(=O)n1-c1ccc(Cl)cc1	u	-11%	-44%	22%	-1
36	O=C(NCc1ccco1)c1ccccc1NS(=O)(=O)c1ccc(Br)s1	-4%[57.1 µM]	0%	u	20%	-1

nr	ERG Ets-DNA blk	RGS4 inhibitor	JMJD2A Tudor	ALOX12 inh
33	2%	12%	-14%	-2%
34	-8%	-12%	-4%	-1%
35	15%	-15%	-6%	3%
36	-9%	-20%	-25%	u
